NS5 inhibitors: flavivirus cap methylation enzyme inhibition – biochemical, confirmation dose response, primary screen (AID 588689); Dengue-2 NS5 methyltransferase capping enzyme assay, biochemical; higher % means a stronger effect; inhibition, % at 25 µM; hits with a dose series show IC50 in µM; hit rate 0.3% among 340,000; in the data active means a potency from the dose series; inconclusive means inhibition above about 29% without an active follow-up result
RSV CPE inhibition: inhibition of RSV-induced cytopathic effect – HEp-2 cells, primary 10 µM value included (AID 2391) | HEp-2 cells, RSV-induced CPE inhibition; higher % means a stronger effect | CPE inhibition, % at 10 µM, or IC50 in µM where a hit was titrated | hit rate 0.13% among 310,000; in the data active means a potency from the dose series; inconclusive means CPE inhibition mostly from about 23% at the one dose, without a potency; inactive means the rest, 99 in 100 with CPE inhibition below about 21%; further: strong numbers were not always called active
West Nile antiviral: inhibition of WNV-induced cytopathic effect – cell-based, CPE readout (AID 1621) | hit rate 0.02% among 290,000 | CPE inhibition, % at 10 µM; hits with a dose series show IC50 in µM | West Nile virus-infected cells, CPE inhibition; higher % means a stronger effect; in the data active means a potency from the dose series; inconclusive means CPE inhibition mostly from about 3.7% at the one dose, without a potency; inactive means the rest, 99 in 100 with CPE inhibition below about 2.2%; further: strong numbers were not always called active
GPR35 antagonists: inhibition of zaprinast-stimulated GPR35 beta-arrestin translocation – imaging, U2OS, beta-arrestin-GFP, zaprinast agonist, primary screen (AID 2058); U2OS GPR35 beta-arrestin-GFP translocation imaging, zaprinast antagonism; higher % means a stronger effect; hit rate 0.052% among 290,000; inhibition, % at 10 µM; hits with a dose series show IC50 in µM;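 active means inhibition of at least 50% with at least 30 cells and total cytoplasm GFP at most 10,000,000; inconclusive means under 30 cells or total GFP of 10,000,000 plus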
LYP phosphatase: PTPN22 lymphoid phosphatase activity blockers – biochemical, fluorescence intensity, uHTS (AID 1779); one-dose inhibition, % at 11.5 µM; IC50 in µM for titrated hits; hit rate 0.054% among 290,000; recombinant LYP phosphatase, fluorescence intensity; higher % means a stronger effect; in the data active means inhibition above about 50%;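 further: plate controls were vehicle with enzyme for no effect and no enzyme for full effect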
Large T inhibition: TAg ATPase/helicase activity blockers – biochemical (AID 1903) | SV40 large T antigen ATPase/helicase inhibition assay; higher % means a stronger effect | one-dose inhibition, % at 20 µM; IC50 in µM for titrated hits | hit rate 0.39% among 310,000; in the data active means a potency from the dose series; inconclusive means inhibition mostly from about 32% at the one dose, without a potency; inactive means the rest, 99 in 100 with inhibition below about 32%; further: strong numbers were not always called active
Salmonella PhoP GFP: inhibitors of PhoP regulon expression, primary screen, Salmonella Typhimurium, GFP reporter (AID 1863). one-dose inhibition, % at 50 µM; IC50 in µM for titrated hits. hit rate 0.16% among 300,000. S. Typhimurium PhoP-regulated promoter GFP reporter, 4 h; higher % means a stronger effect;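 active means inhibition over 29.93%, a cutoff 3 SD above the screen mean, later confirmed by dose response; inconclusive means inhibition over 29.93% but no dose response follow-up; inactive means inhibition at most 29.93% or unconfirmed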;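 further: 0% = low Mg2+ inducing control and 100% = high Mg2+ repressing control; strong numbers were not always called active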
Rac1 GTP hydrolysis: MgcRacGAP GTPase-activating activity inhibitors, confirmation, biochemical, ADP Hunter fluorescence; inhibition, % at 30 µM, or IC50 in µM where a hit was titrated; hit rate 0.6% among 340,000; MgcRacGAP-stimulated Rac1 GTP hydrolysis, ADP Hunter fluorescence; higher % means a stronger effect; GST-tagged Rac1 F28L mutant substrate;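 active means first-screen hits whose inhibition reached a set limit at any dose in the follow-up dose series; inconclusive means inhibition above the set first-screen limit but never retested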;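 further: fluorescence reports GDP produced by GAP-driven GTP hydrolysis; strong numbers were not always called active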
ER stress rescue: rescue of cells from ER stress-induced death, primary screen, 384-well, CSM14.1, thapsigargin, ATP luminescence (AID 1222); 190,000 tested, under 10 active; CSM14.1 thapsigargin-induced death rescue, ATP luminescence; higher % means a stronger effect; cellular ATP content (survival), % at 20 µM; hits with a dose series show EC50 in µM;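 active means EC50 below 50 µM in the dose-response confirmation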;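 further: death triggered by thapsigargin at about 15 µM added after 2 h compound pretreatment; cell ATP read after overnight thapsigargin exposure of roughly 18 to 22 hours; normalized against plate controls of thapsigargin alone and 5% DMSO vehicle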
* = called active by the depositor; u = inconclusive; x = no result given. This is a random part of the collection. Share with any hit: about 1.5%.

Second line of a record – NS5 inhibitors | RSV CPE inhibition | West Nile antiviral | GPR35 antagonists | LYP phosphatase | Large T inhibition | Salmonella PhoP GFP | Rac1 GTP hydrolysis | ER stress rescue
- N/C(=N\OS(=O)(=O)c1ccc2ccccc2c1)c1ccccn1
    -1% | x | 1.5% | 5% | -5% | 5% | 2% | 0% | -1.4%
- CC(OC(=O)Cc1coc2ccc3ccccc3c12)C(=O)NC(N)=O (centres undefined)
    -5% | 1.3% | 0.1% | -4% | -7% | 15% | -2% | 8% | x
- CCOc1ccc(C(=O)Cc2ccc3oc(C(=O)O)cc3c2)c(O)c1
    2% | 2.5% | 0.4% | 11% | 0% | -13% | 5% | 3% | -2.6%
- CCOC(=O)N1CCC(N(CCN(C)C)C(=S)Nc2ccc(F)c(Cl)c2)CC1
    -7% | 2.2% | -0.9% | -13% | -8% | 4% | -10% | 9% | -7.5%
- CCOC(=O)N1CCN(C(=O)CCSc2ccc(Cl)cc2)CC1
    -5% | -1.2% | -0.6% | -10% | -3% | 2% | 3% | 6% | -4.1%
- O=C(N/C(=C\c1ccco1)C(=O)N1CCC(O)CC1)c1ccccc1
    -2% | 1.0% | 0.1% | -4% | -3% | 8% | 0% | 4% | x
- CC1CCCCN1C(=O)C1CCN(c2nc(-c3ccccc3)nc3c2CCC3)CC1 (centres undefined)
    -1% | 1.9% | 0.1% | 12% | -4% | 13% | 0% | -9% | x
- Cc1nn2c(nc1=O)NNC2(C)C(C)(C)C (centres undefined)
    -4% | 0.2% | 0.0% | -8% | -7% | 8% | 2% | 8% | -0.3%
- CC(=O)c1ccc(N2CCN(C(=O)c3ccco3)C(C)C2)c(F)c1 (centres undefined)
    -2% | 3.4% | -1.1% | 8% | -2% | 10% | -4% | 5% | -2.3%
- CC(=O)Nc1ccc(Sc2ncccc2C(=O)Nc2ccc(F)cc2)cn1
    -1% | -1.7% | -0.8% | 6% | -6% | -2% | -7% | 9% | -2.2%
- CCCC(=O)OCC(=O)Nc1ccc2[nH]c(=O)[nH]c2c1
    -1% | 0.6% | 0.3% | -12% | -8% | 8% | 4% | 7% | 0.0%
- CC1CCN(CCNC(=O)C2CCCN(c3ncnc4c3nc3n4CCCCC3)C2)CC1 (centres undefined)
    1% | -0.5% | -0.3% | 18% | -8% | 2% | 5% | 9% | x
- CC(=O)Nc1nc2ccccc2[nH]1
    1% | 1.1% | -0.3% | 4% | -9% | 8% | -7% | 2% | -0.1%
- CCOC(=O)c1[nH]c2ccc(C(=O)OC)cc2c1C(=O)OCC
    -2% | 0.4% | -0.1% | -5% | -9% | 18% | -2% | 0% | x
- CCn1c2c(c3cc(C(=O)O)ccc31)CCCC2=O
    -1% | -0.1% | 0.4% | 12% | -10% | -4% | 20% | 5% | 0.2%
- Cc1cc(N2CCN(C)CC2)ccc1NC(=O)c1ccc(-c2ccc(Cl)cc2)o1
    -8% | -2.7% | x | x | x | 17% | 1% | 13% | x
- Cc1nc2cc(NC(=O)c3ccc([N+](=O)[O-])s3)ccc2s1
    -1% | u | -0.9% | -7% | -8% | 27% | -4% | 7% | x
- O=C1CC(c2ccco2)CC(O)=C1C=Nc1ccc(Br)cc1 (centres undefined)
    1% | u | 0.1% | -6% | 1% | 27% | 6% | 5% | -0.2%
- Cn1c(C(=O)N2CCN(c3nc4ccccc4s3)CC2)cc2sccc21
    -1% | 1.4% | -0.8% | 0% | 8% | 7% | -9% | 10% | -1.5%
- COc1ccc(C2C(C(=O)c3ccco3)=C(O)C(=O)N2CCN2CCOCC2)c(OC)c1 (centres undefined)
    6% | 2.0% | 0.5% | 1% | -2% | -1% | 9% | 2% | x
- CCOc1ccc(/C(C)=N\NC(=O)Cc2ccccc2)cc1
    -8% | 0.2% | -0.5% | 8% | -8% | 9% | 0% | 9% | x
- Cc1cc(C)c(NC(=O)c2cc3c(nc4sccn43)s2)c(C)c1
    -9% | u | -0.7% | 17% | -6% | 3% | -1% | 9% | 0.4%
- C/C(=N\N=C(/N)SC1CC(=O)N(c2ccc(Br)cc2)C1=O)c1cccs1 (centres undefined)
    -5% | 1.7% | -0.3% | 5% | 3% | 7% | -13% | 6% | -2.2%
- Cc1ccc(N2C(=O)CSC2c2cccs2)cc1 (centres undefined)
    -1% | -1.2% | -0.3% | 2% | -9% | 6% | -5% | 6% | 0.6%
- O=C(CSc1cccc[n+]1[O-])Nc1cccc(S(=O)(=O)NC2=NCCCCC2)c1
    11% | 0.5% | 0.0% | -8% | -6% | 7% | 4% | 4% | 1.9%
- Cc1cc(C)n(-c2cc(=O)n(C)c(=O)n2C)n1
    -2% | 3.1% | 0.3% | -7% | -2% | 7% | 1% | 13% | 0.2%
- Cc1ccc(N2C(=O)NC(NC(=O)C3CC3)(C(F)(F)F)C2=O)cc1 (centres undefined)
    -3% | 1.1% | -0.9% | x | -8% | 6% | -10% | 10% | 0.4%
- COc1ccc(N/C(=C/[N+](=O)[O-])SC)cc1
    -7% | 11% | x | -10% | 1% | 36% | 6% | 15% | -1.2%
- Fc1ccccc1N1CCN(C2CCN(Cc3c[nH]c4ccccc34)CC2)CC1
    -5% | -2.4% | 0.4% | 8% | -9% | x | x | 5% | -1.5%
- Cc1cccc(-c2nc(CS(=O)CC(=O)NC3CCCC(C)C3C)c(C)o2)c1 (centres undefined)
    -1% | -0.7% | -1.1% | -10% | -3% | 20% | x | 1% | x
- O=C(NC1CCN(C(=O)Nc2ccccc2)CC1)C1CCCCC1
    -7% | -0.2% | -0.3% | -1% | -10% | 11% | 5% | 5% | 0.8%
- CCN1C(=O)Nc2cccc3cccc1c23
    9% | -1.9% | x | x | x | 18% | x | 10% | x
- O=C(CNC(=O)N1CC(=O)Nc2ccccc21)Nc1cccc(F)c1
    50% | 2.1% | -0.8% | -6% | -6% | 9% | -6% | 15% | x
- CNC(=S)NNC(=O)c1sc2cc(C(F)(F)F)cnc2c1-c1ccccn1
    6% | 1.0% | -0.6% | -10% | 1% | 35% | 3% | 17% | x
- CC1CCN(C(=S)c2cn(Cc3cccc(F)c3)c3ccccc23)CC1
    -8% | 8.1% | -1.5% | 10% | -2% | -7% | 10% | 13% | -1.1%
- O=[N+]([O-])c1cc([N+](=O)[O-])c(Oc2c(F)ccc(F)c2F)cc1NN1CCCCC1
    7% | -0.9% | -0.8% | -3% | -1% | 5% | -8% | 7% | x
- CCCOc1ccc(C(NC(=O)CC(C)C)NC(=O)CC(C)C)cc1OC
    -1% | 1.5% | 0.1% | -14% | -6% | 3% | 5% | 2% | 11%
- Cc1ccc(NC(=O)CN(C)CC(=O)Nc2sc3c(c2C(N)=O)CCC3)cc1
    -5% | 45% | -0.7% | -2% | -8% | 8% | 3% | 10% | x
- COc1cc(C)c(C(C)C)cc1S(=O)(=O)NCCCn1ccnc1
    4% | -0.1% | -0.2% | -2% | -9% | 2% | -7% | 4% | 0.5%
- NS(=O)(=O)c1ccc(NS(=O)(=O)c2ccc3c(c2)OCCO3)cc1
    -12% | 8.6% | -0.2% | 13% | -8% | 5% | 0% | 6% | x
- O=C(Cn1c(CSc2ccccc2)nc2ccccc21)Nc1ccccc1
    x | x | -0.2% | 4% | -5% | 4% | 1% | x | 0.0%
- CCn1nc(C(=O)OCC(=O)N2CC(=O)Nc3ccccc32)c2ccccc2c1=O
    -7% | -1.2% | 0.5% | 7% | -3% | 19% | 1% | 2% | x
- Cn1cc(S(=O)(=O)NC2CCCCCC2)c(=O)n(C)c1=O
    1% | 1.5% | 1.0% | 19% | -8% | 9% | -8% | 6% | x
- CCOc1ccc(C(=O)OC(C)CN2CCCCC2)cc1 (centres undefined)
    -1% | -0.4% | -0.2% | 3% | -10% | -1% | -4% | 11% | x
- CCSc1nnc(NC(=O)NCC(F)(F)F)s1
    -8% | 0.6% | 0.9% | 6% | -2% | 17% | 0% | 11% | -0.5%
- Cc1cccc(-n2c(=O)c3c(n4cnnc24)-c2ccccc2CC32CCCCC2)c1
    -2% | 10% | 0.9% | -14% | 2% | 2% | 7% | 6% | -0.4%
- CCn1cc(C(=O)NCCCN(C)C)c(=O)c2cc(F)c(N3CCN(C)CC3)cc21
    0% | -0.1% | -0.1% | 9% | -12% | 19% | 49µM* | 16% | 1.7%
- COc1cc(NS(=O)(=O)c2ccc(NC(=O)/C=C/c3cccc([N+](=O)[O-])c3)cc2)ncn1
    -7% | -0.8% | 1.3% | -4% | 1% | -1% | 4% | 0% | 0.8%
- O=C(CCOc1ccccc1)Nc1ccnn1C1CCN(Cc2ccc(CO)o2)CC1
    -3% | -0.3% | 0.2% | 6% | -9% | -5% | -3% | 5% | x
- CCC(NC(=O)c1ccccc1NC(=O)c1ccccc1)C(=O)NNC(=O)c1cccnc1 (centres undefined)
    -3% | 0.2% | 0.2% | -9% | -5% | 17% | -3% | 10% | x

The list continues:
Second line of a record – NS5 inhibitors | RSV CPE inhibition | West Nile antiviral | GPR35 antagonists | LYP phosphatase | Large T inhibition | Salmonella PhoP GFP | Rac1 GTP hydrolysis | ER stress rescue
- Nc1c(Br)cc2oc(-c3ccccc3)nc2c1Br
    0% | 20% | -0.2% | -17% | 4% | 14% | 6% | -1% | -0.5%
- CCOC(=O)c1sc(=S)n(C)c1NC(=O)c1ccccc1
    6% | 0.5% | -0.5% | 2% | 5% | 3% | -2% | 12% | 0.3%
- O=C(Nc1ccccc1)c1ccc(Br)c(S(=O)(=O)Nc2ccccn2)c1
    0% | 1.4% | -1.0% | 5% | -8% | 20% | -5% | 9% | x
- CSc1sc(C(=O)NNC(C)=O)c2c1C=CCC2
    x | x | 0.0% | -7% | -7% | 16% | -2% | x | x
- CC(C)Oc1ccc(CN=C(N)N=C(N)N)cc1Cl
    -22% | 2.3% | 0.0% | 7% | -1% | 5% | -12% | 9% | -2.2%
- Cc1ccc(C(C(=O)Nc2ccc(C(C)C)cc2)N(C)C(=O)c2ccc(=O)[nH]c2)cc1 (centres undefined)
    -8% | 3.6% | -0.7% | -13% | -3% | 13% | -4% | 3% | -2.5%
- CCc1c(O)c(/C(C)=N\O)c(=O)n(-c2ccccc2)c1-c1ccccc1
    -1% | 1.4% | -1.2% | -13% | -3% | 0% | -2% | 6% | -0.3%
- Cc1ccc[n+](C(C)C(=O)Nc2ccc(C)c(C)c2)c1 (centres undefined)
    -5% | -0.7% | -0.4% | 12% | -10% | 10% | 7% | 4% | x
- Cc1noc(C)c1COc1ccc(C(=O)OCC(=O)NCc2ccccc2Cl)cc1
    -1% | 3.0% | 0.0% | -1% | 0% | 7% | -7% | 10% | -1.6%

Compound activity as filed in PubChem BioAssay.
